# From PubChem BioAssay
# TIM10 inh: inhibits growth of TIM10 yeast strain; S. cerevisiae TIM10 strain growth, BacTiter-Glo luminescence, 24 h; inhibition, % at 10 µM; actives 1.4% (n = 330,000); AID 463195;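 active means inhibition of 40% or more at the single tested concentration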;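 further: wild-type TIM10 isogenic control strain grown at permissive 25 °C; 0% = DMSO yeast wells and 100% = minimal medium wells without yeast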
# NR3A LBD binder: NR3A (human) ligand-binding domain modulation | NR3A LBD differential scanning fluorimetry, Tm shift; 0% = protein alone, 100% = glycine-bound protein | Tm shift relative to glycine control, % at 25 µM | actives 2.5% (n = 340,000);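 active means melting temperature shift of at least 10% of the positive control shift, at one fixed dose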
# NALP3 yeast inh: blocks the NALP3 inflammasome reconstituted in yeast | actives 0.39% (n = 330,000) | inhibition, % at 10 µM | Yeast reconstituted NLRP3/ASC/caspase-1, beta-gal luminescence, 24 h;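 active means inhibition of 50% or more; inactive means inhibition below 50%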;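 further: plate controls were induced DMSO wells for no effect and uninduced yeast grown without galactose for full effect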
# tim23-1 inh: inhibits growth of tim23-1 mutant yeast; S. cerevisiae tim23-1 growth, BacTiter-Glo luminescence, 24 h; inhibition, % at 20 µM; actives 1.3% (n = 330,000); AID 463212;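 active means growth inhibition of the mutant yeast at or above 50%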;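 further: temperature-sensitive mutant grown at 25 °C; plate controls were DMSO-treated mutant yeast for no effect and medium wells lacking yeast for full effect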
# MIN6 prolif: induces beta-cell replication in MIN6 cells; MIN6 cells proliferation, ATPlite luminescence, 48 h; cells starved in 0.2% serum; 100% = growth in 10% serum; proliferation, % at 10 µM; actives 0.29% (n = 330,000); AID 2380;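 active means compounds whose signal lies at least 3.5 SD above the mean of all wells on their plate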;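 further: 0% = DMSO-treated cells in low-serum medium and 100% = 10% serum control; some compounds called inactive have numbers as strong as hits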
# MPTP inh: permeability transition pore inhibition; AID 602449; inhibition, % at 10 µM; isolated mouse mitochondria, Ca2+ swelling absorbance, 30 min; actives 1.4% (n = 360,000);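 active means inhibition of 50% or more, scaled per plate between neutral and stimulator controls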;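 further: 0% = DMSO wells given calcium and 100% = 1 mM EGTA wells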
# tim10-1 inh: tim10-1 yeast growth inhibition; S. cerevisiae tim10-1 ts strain growth, BacTiter-Glo, 24 h; actives 2.2% (n = 330,000); inhibition, % at 20 µM;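 active means inhibition of at least 40%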;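 further: mutant grown at 25 °C; 0% = DMSO wells with yeast and 100% = wells holding no yeast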
# APJ agonist: APJ receptor agonism | P35414 | CHO-K1 APJ PathHunter beta-arrestin, luminescence; 0% DMSO wells, 100% apelin | activation, % at 20 µM | actives 0.11% (n = 330,000) | AID 2520;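 active means activation more than six SD over the plate average, tested at 20 µM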;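 further: 0% = DMSO alone and 100% = apelin-13 at 10 nM; some results filed as inactive read as strong as hits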
# Target sequence (P35414 whole entry, looked up): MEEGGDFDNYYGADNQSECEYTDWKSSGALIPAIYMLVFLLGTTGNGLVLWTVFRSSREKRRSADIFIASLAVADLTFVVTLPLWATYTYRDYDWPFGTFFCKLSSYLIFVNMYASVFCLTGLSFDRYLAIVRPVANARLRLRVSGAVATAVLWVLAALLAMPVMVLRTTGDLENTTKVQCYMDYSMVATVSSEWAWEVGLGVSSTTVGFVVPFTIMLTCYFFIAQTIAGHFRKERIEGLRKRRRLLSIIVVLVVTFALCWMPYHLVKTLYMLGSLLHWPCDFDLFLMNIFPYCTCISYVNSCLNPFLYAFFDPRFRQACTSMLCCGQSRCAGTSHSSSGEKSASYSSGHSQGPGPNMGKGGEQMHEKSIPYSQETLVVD
#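 Assay system: CHO-K1 cells stably expressing ProLink-tagged human APJ and arrestin–beta-gal acceptor. Compound dosing: 20 µM single point, 1% DMSO. Times: 16-18 h seeding, 90 min dark compound exposure, 60 min detection. Detection: beta-gal luminescence. Evaluation: APJ–arrestin association signal. Controls: negative DMSO alone, positive Apelin-13 at 10 nM.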
# APJ antag: APJ receptor antagonism; CHO-K1 APJ beta-arrestin complementation, luminescence; inhibition, % at 20 µM; actives 0.32% (n = 330,000);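 active means inhibition above about 40% at 20 µM, limit read from the data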;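 further: cells challenged with 10 nM apelin-13 agonist together with compound; plate controls were apelin-13 plus DMSO wells for no effect and DMSO wells lacking apelin-13 for full effect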
# An asterisk follows results filed as active; nt = no result given.
1: CCOc1ccc(N2C(=O)CC(N3CCN(c4ccc(F)cc4)CC3)C2=O)cc1 (stereo not drawn)
2: COc1ccc(N(CC(O)CN2C(=O)NC(C)(C)C2=O)S(=O)(=O)c2ccccc2)cc1 (stereo not drawn)
3: Cc1c(NC(=O)CSc2nc3ccc(Cl)cc3[nH]2)c(=O)n(-c2ccccc2)n1C
4: COc1ccc(S(=O)(=O)N2CCOC2CNC(=O)C(=O)NCCCN2CCOCC2)cc1OC (stereo not drawn)
5: COCC(=O)N(Cc1cc2cccc(C)c2[nH]c1=O)c1ccccc1
6: CC(C)(C)C(=O)/C(=C\c1ccc([N+](=O)[O-])cc1)n1cncn1

Assay by compound	1	2	3	4	5	6
TIM10 inh	2	-5	-10	7	5	61*
NR3A LBD binder	0	-2	0	-1	-1	nt
NALP3 yeast inh	19	-21	6	7	11	74*
tim23-1 inh	6	6	-3	-12	15	-57
MIN6 prolif	-2	2	-2	-2	-1	-3
MPTP inh	0.0	-0.9	-2.1	-0.3	0.1	nt
tim10-1 inh	13	6	-1	-3	13	36
APJ agonist	-1	0	-2	-5	-1	-7
APJ antag	5	10	-19	6	11	70*

7: Cc1[nH][nH]c(=O)c1C=NCc1cccnc1
8: CCC1CCCCN1Cc1ccc(OC)c(C)c1C (stereo not drawn)
9: COC(=O)c1ccccc1NC(=O)NC1CCN(Cc2ccccc2)CC1
10: Cc1ccccc1OC1C(=O)N(CC2CCCO2)C1c1ccc2c(c1)OCO2 (stereo not drawn)
11: CCCCc1ccc(NC(=O)COc2ccc(C(=O)Nc3ccccc3OCC)cc2)cc1
12: Oc1ccc(/C=C/c2nc(-c3ccccc3O)n(-c3ccccc3)n2)cc1

Assay by compound	7	8	9	10	11	12
TIM10 inh	-6	-13	-5	29	-9	38
NR3A LBD binder	0	-5	1	-2	-1	14*
NALP3 yeast inh	23	16	-11	-4	9	-39
tim23-1 inh	4	11	6	-8	8	59*
MIN6 prolif	-1	0	-1	0	-1	-6
MPTP inh	2.2	1.5	-0.7	0.4	7.4	12
tim10-1 inh	4	3	0	19	-1	60*
APJ agonist	-1	1	-2	-2	36*	-3
APJ antag	12	-9	17	6	-6	-7

13: COc1ccc(/C=N/NC(=O)/C(=C/c2ccccc2)CCO)cc1
14: COc1cc(N=Cc2c(CO)cnc(C)c2O)cc(OC)c1OC
15: Cc1cc(N)nc2nc(C(F)(F)F)nn12
16: Cc1ccccc1N=C1c2ccccc2C(=O)C1[N+](=O)[O-] (stereo not drawn)
17: CCn1ncc(N2CCOCC2)c(Cl)c1=O
18: O=C(NCC(c1ccco1)N1CCCCC1)c1ccc(OCc2ccccc2)cc1 (stereo not drawn)

Assay by compound	13	14	15	16	17	18
TIM10 inh	6	-6	-3	24	8	-2
NR3A LBD binder	1	0	0	-1	2	-2
NALP3 yeast inh	5	18	-14	7	3	26
tim23-1 inh	-5	0	-5	23	2	29
MIN6 prolif	0	2	-4	1	-2	-5
MPTP inh	-1.5	5.0	-0.4	-1.5	-0.2	-0.1
tim10-1 inh	12	-3	7	22	-3	13
APJ agonist	-1	1	-1	-2	-1	2
APJ antag	5	-10	1	-7	14	0

19: COc1ccc(CC(=O)Nc2ccc(C(N)=O)cc2)cc1
20: CC(=O)c1ccc(NC(=O)CCOc2cc(C)ccc2C)cc1
21: CCc1c(C)nc2cc(-c3ccc(OC)cc3)[nH]n2c1=O
22: N/C(=N\OC(=O)COc1ccc([N+](=O)[O-])cc1)c1cccnc1
23: Cc1cc(OCC(=O)N2CCOCC2)ccc1NC(=O)C1CCCCC1
24: O=C(Nc1ccccc1C(=O)N1CCN(Cc2ccccc2)CC1)c1ccc(F)cc1

Assay by compound	19	20	21	22	23	24
TIM10 inh	-12	-2	3	-4	-22	2
NR3A LBD binder	0	-2	-2	-1	3	-5
NALP3 yeast inh	-6	35	11	10	-3	1
tim23-1 inh	-11	19	11	-8	14	14
MIN6 prolif	0	0	-4	3	-2	1
MPTP inh	1.1	-0.3	1.3	-0.9	-0.7	-0.6
tim10-1 inh	5	15	5	-2	8	18
APJ agonist	-3	4	2	-1	-6	0
APJ antag	1	14	-12	-8	27	14

# Structures shown so far containing an aryl methoxy group, in the order listed:
2: COc1ccc(N(CC(O)CN2C(=O)NC(C)(C)C2=O)S(=O)(=O)c2ccccc2)cc1 (stereo not drawn)
4: COc1ccc(S(=O)(=O)N2CCOC2CNC(=O)C(=O)NCCCN2CCOCC2)cc1OC (stereo not drawn)
8: CCC1CCCCN1Cc1ccc(OC)c(C)c1C (stereo not drawn)
13: COc1ccc(/C=N/NC(=O)/C(=C/c2ccccc2)CCO)cc1
14: COc1cc(N=Cc2c(CO)cnc(C)c2O)cc(OC)c1OC
19: COc1ccc(CC(=O)Nc2ccc(C(N)=O)cc2)cc1
21: CCc1c(C)nc2cc(-c3ccc(OC)cc3)[nH]n2c1=O

Assay by compound	2	4	8	13	14	19	21
TIM10 inh	-5	7	-13	6	-6	-12	3
NR3A LBD binder	-2	-1	-5	1	0	0	-2
NALP3 yeast inh	-21	7	16	5	18	-6	11
tim23-1 inh	6	-12	11	-5	0	-11	11
MIN6 prolif	2	-2	0	0	2	0	-4
MPTP inh	-0.9	-0.3	1.5	-1.5	5.0	1.1	1.3
tim10-1 inh	6	-3	3	12	-3	5	5
APJ agonist	0	-5	1	-1	1	-3	2
APJ antag	10	6	-9	5	-10	1	-12

# Further results follow:
25: CCCCN(C1CCS(=O)(=O)C1)S(=O)(=O)c1ccc(OC)c(OC)c1 (stereo not drawn)
26: O=C(Nc1nnc(CCc2ccccc2)s1)c1ccco1
27: CC(C)(C)c1ccc(C(=O)NC(=O)COC(=O)c2ccc(Br)o2)cc1
28: CN1CCN(CCCCC(=O)c2ccccc2)CC1
29: COc1cccc(/C=N/NC(=O)C(=O)NCc2ccco2)c1OC
30: CCOC(=O)C(Cc1c(F)cccc1Cl)c1ccnc2nc(N)nn12 (stereo not drawn)

Assay by compound	25	26	27	28	29	30
TIM10 inh	2	5	0	-5	12	3
NR3A LBD binder	4	-5	2	-1	0	-1
NALP3 yeast inh	3	32	2	5	16	10
tim23-1 inh	-8	29	14	9	8	9
MIN6 prolif	-4	-2	-5	-1	0	3
MPTP inh	0.9	0.5	-1.1	1.5	-0.2	0.1
tim10-1 inh	-8	14	3	14	21	7
APJ agonist	-5	1	-2	2	1	-2
APJ antag	1	8	5	7	1	-4

31: Cc1oc2ccc(OCc3ccc(F)cc3Cl)cc2c1C(=O)O
32: COc1ccc2oc(=O)c(C(=O)NCc3ccc(F)cc3)cc2c1
33: COc1ccc(O)c(C=Nc2cc(C)on2)c1
34: CCn1c(-c2cc(-c3ccc(C)cc3)nc3ccccc23)n[nH]c1=S
35: COc1ccc(C2C(C(=O)NCc3ccco3)CCC(=O)N2c2ccc(OC)cc2)cc1 (stereo not drawn)
36: Cc1cccc(N(C)S(=O)(=O)c2csc(C(N)=O)c2)c1

Assay by compound	31	32	33	34	35	36
TIM10 inh	-8	18	16	42*	7	4
NR3A LBD binder	0	0	-2	-7	1	0
NALP3 yeast inh	-10	7	4	40	-3	12
tim23-1 inh	-16	18	7	49	-5	9
MIN6 prolif	-3	1	-2	-4	0	0
MPTP inh	-0.1	2.2	0.0	-1.6	-0.2	1.6
tim10-1 inh	9	8	4	33	10	24
APJ agonist	-3	-5	2	-4	-3	-2
APJ antag	1	17	-23	3	4	8

37: CCOC(=O)c1ccc(NS(=O)(=O)c2cc(-c3nnnn3CC)ccc2OC)cc1
38: COc1cccc(NC(=O)c2ccccc2-c2ccccc2C(=O)O)c1
39: Cc1nc(C)c(-c2csc(NCc3ccccc3)n2)s1
40: CCCC1Cc2c(sc3ncnc(N)c23)CO1 (stereo not drawn)
41: COc1ccc(C(=O)NCCn2ccc3ccccc32)c(OC)c1
42: C=CCn1c(SCC(=O)Nc2cc(C)ccc2C)nnc1-c1cnccn1

Assay by compound	37	38	39	40	41	42
TIM10 inh	-8	-2	33	-11	28	-4
NR3A LBD binder	0	-1	-1	-1	-9	-2
NALP3 yeast inh	3	26	16	6	25	6
tim23-1 inh	4	7	28	5	41	4
MIN6 prolif	-3	-2	-1	-2	-1	0
MPTP inh	0.9	-0.6	1.1	-3.3	0.0	-0.1
tim10-1 inh	6	-15	34	20	9	10
APJ agonist	-2	7	-6	-1	1	-7
APJ antag	14	-16	0	-1	-13	-6

43: Cc1c(NC(=O)c2cc(-c3ccc(F)cc3)nc3ccccc23)c(=O)n(-c2ccccc2)n1C
44: O=S(=O)(NCc1cn2ccccc2n1)c1cc(F)ccc1F
45: O=C(C1COc2ccccc2O1)N1CCN(S(=O)(=O)c2cc(F)ccc2F)CC1 (stereo not drawn)
46: CC(=O)N/N=C/c1c(C)[nH]n(-c2ccccc2)c1=O
47: CCOC(=O)c1cnn(-c2nc(OCC)cc(OCC)n2)c1C
48: CCCC(=O)N(CCN1CCOCC1)c1nc2cc(C)c(C)cc2s1

Assay by compound	43	44	45	46	47	48
TIM10 inh	-1	-5	1	0	16	0
NR3A LBD binder	2	1	-2	-2	-2	0
NALP3 yeast inh	11	-6	13	4	15	24
tim23-1 inh	2	7	16	-10	26	8
MIN6 prolif	-2	-2	1	1	3	0
MPTP inh	-0.6	0.8	-0.3	0.3	-3.1	-0.5
tim10-1 inh	5	4	-10	6	30	14
APJ agonist	2	0	-1	-1	0	-1
APJ antag	2	-4	0	2	12	11

49: CC1=NNC(=O)C1Cc1ccccc1C (stereo not drawn)
50: CCN1CCC(Nc2ccnc3cc(Cl)ccc23)CC1
51: COc1ccc(OCC(=O)Nc2ccc(C(=O)Nc3ccccc3C(=O)O)cc2)cc1
52: CC(C)(C)c1ccccc1OCC(=O)Nc1ccccc1C(=O)NCc1cccnc1
53: CCn1c2ccccc2c2cc(NC(=O)CN(C)CC(=O)Nc3ccc(N4CCOCC4)cc3)ccc21
54: CC1Cc2ccccc2N1C(=O)CSc1nnc(-c2ccc(S(=O)(=O)N3CCCC3)cc2)o1 (stereo not drawn)

Assay by compound	49	50	51	52	53	54
TIM10 inh	11	-219	10	-2	22	-4
NR3A LBD binder	0	-4	1	-12	0	-1
NALP3 yeast inh	27	10	12	21	11	0
tim23-1 inh	9	-193	13	35	17	-8
MIN6 prolif	-5	-6	-2	-2	-4	-1
MPTP inh	-1.7	-0.1	1.5	0.2	-1.3	7.2
tim10-1 inh	4	-157	0	11	4	17
APJ agonist	-1	2	-3	2	1	1
APJ antag	1	-4	11	-4	-7	-10

55: Cc1ccc(OC(=O)c2ccc3snnc3c2)cc1
56: c1cncc(CSc2nnc3ccc(-c4ccco4)nn23)c1
57: Cc1ccc(C(=O)O)cc1NC(=S)NC(=O)Cc1ccccc1
58: COCCCn1c(C(=O)N2CC(C)OC(C)C2)cc2c(=O)n3ccccc3nc21 (stereo not drawn)
59: COCc1[nH]c(=S)[nH]c(=O)c1C
60: COc1ccc(N2CCN(S(=O)(=O)c3ccc4c(c3)N(C(C)=O)CCO4)CC2)cc1
61: N#CC1(NC(=O)Cn2cc(C(F)(F)F)cc(Cl)c2=O)CCCCC1
62: Cc1ccccc1NC(=O)Cc1nnc(NC(=O)Nc2ccccc2F)s1

Assay by compound	55	56	57	58	59	60	61	62
TIM10 inh	27	-28	-4	-8	-7	9	-2	-20
NR3A LBD binder	-1	-1	2	0	0	-5	-2	0
NALP3 yeast inh	13	-1	11	17	16	12	14	-9
tim23-1 inh	23	-4	12	-9	-6	21	-2	-18
MIN6 prolif	-4	-2	-1	0	1	-2	-2	-2
MPTP inh	-2.6	-1.0	-0.6	-0.1	0.6	-2.6	-0.3	2.2
tim10-1 inh	22	10	9	-33	-4	18	-10	-5
APJ agonist	-2	-1	1	5	-3	-3	0	-3
APJ antag	23	-5	-1	1	1	-5	5	-3
